# TRPM1 prom inh – inhibitors of MITF-driven TRPM1 promoter in melanoma cells | inhibition, % at 12.5 µM | SK-MEL-5 TRPM1 promoter luciferase, 24 h | 330,000 compounds, 0.83% hits | AID 488899;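 active = mean inhibition across replicates of 60% or more, whatever share of single replicates reaches that level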; note: values of inactives mirror those of a sister screen read the other way
# KKLEB cytotox – CF airway cell cytotoxicity counter-screen. KKLEB CF airway cells viability, ATPlite luminescence, overnight; hits give low values; cells stimulated with P. aeruginosa culture filtrate. activity change (cytotoxicity), % at 5 µM. 360,000 compounds, 0.36% hits;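 active = corrected activity change at or below -50% at 5 µM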
# C8 TRAIL sens – sensitizes caspase-8 expressing cells to TRAIL; inhibition (viability loss, TRAIL sensitization), % at 10 µM; 360,000 compounds, 1% hits; NB7+C8 cells + TRAIL, ATPlite viability luminescence; AID 624354;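 active = compounds causing at least 50% loss of cell viability in the single-dose screen, relative to plate controls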
# CF NFkB inh – cystic fibrosis NF-kB activation inhibition. 360,000 compounds, 0.86% hits. inhibition, % at 5 µM. KKLEB NF-kB-GFP reporter, PAF-induced, GFP fluorescence overnight. AID 588850;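 active = at least 50% inhibition at 5 µM, scaled per plate between neutral and stimulator controls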;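 note: PAF is a Pseudomonas aeruginosa culture filtrate used as stimulus; plate controls were PAF-stimulated DMSO wells for no effect and unstimulated DMSO wells for full effect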
# NR2E3 ag-1 – activates human photoreceptor nuclear receptor NR2E3; GST-NR2E3/biotin-RetCOR TR-FRET, 1536-well; inhibition of corepressor binding, % at 4.78 µM; 320,000 compounds, 0.12% hits; AID 2300;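 active = percent inhibition above the cutoff of mean plus 3 SD of all tested compounds, set per screening campaign, cut at about 20% in these data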;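 note: 0% = DMSO wells and 100% = biotin wells as full block of FRET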
# Target sequence (Q9Y5X4 whole entry, looked up): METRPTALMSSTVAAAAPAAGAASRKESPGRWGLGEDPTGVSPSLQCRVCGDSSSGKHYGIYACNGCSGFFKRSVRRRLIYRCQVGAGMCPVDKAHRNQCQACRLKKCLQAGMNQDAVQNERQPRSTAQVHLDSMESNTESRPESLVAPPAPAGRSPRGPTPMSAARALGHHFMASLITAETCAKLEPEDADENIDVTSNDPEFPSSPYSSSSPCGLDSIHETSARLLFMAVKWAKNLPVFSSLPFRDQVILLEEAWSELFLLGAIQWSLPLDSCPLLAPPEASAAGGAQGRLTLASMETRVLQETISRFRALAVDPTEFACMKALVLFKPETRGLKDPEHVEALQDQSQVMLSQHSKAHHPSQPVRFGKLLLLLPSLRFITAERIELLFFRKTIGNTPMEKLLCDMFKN
#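 Material – GST-tagged NR2E3 plus biotinylated RetCOR corepressor · Quantity – NR2E3 fusion 1.35 nM · Times – 5 h incubation at 4 °C · Medium – pH 7.5 Tris-based buffer · Technique – TR-FRET, Eu(K)-anti-GST donor, streptavidin-D2 acceptor, ex 340, em 617/671 nm · Benchmarks – high control biotin, low control 0.6% DMSO · Format – 1536-well plates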
# EBV LMP1 NFkB – inhibitors of Epstein-Barr LMP1-induced NF-kappaB reporter | LMP1-induced NF-kappaB luciferase reporter cells, luminescence | inhibition, % at 12.5 µM | 350,000 compounds, 0.69% hits | AID 504558; in the data active = inhibition above about 41%;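 note: 0% = neutral control wells and 100% = reference inhibitor control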
# hiPSC survival – increases survival of single human iPS cells. hiPSC single-cell survival, ATPlite luminescence; 100% = ROCK inhibitor wells, 0% = DMSO. survival enhancement, % at 20 µM. 360,000 compounds, 0.044% hits. AID 602274; in the data active = survival enhancement above about 18%;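 note: cells exposed to compounds for 16 hours before the ATP read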
# HIF-2a block – blocks HIF-2a reporter activity; 786-0 RCC cells HIF-2a reporter, luciferase luminescence, overnight; inhibition, % at 18.8 µM; 360,000 compounds, 0.72% hits; AID 624352;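 active = inhibition of the luminescence signal of 40% or more relative to plate controls, in a single-dose primary screen at 18.75 µM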
# Shn3 inh set2 – inhibitors of Schnurri-3 3'UTR reporter in osteoblasts. Clone20 osteoblast Shn3 3'UTR firefly luciferase, 24 h. inhibition, % at 12.5 µM. 360,000 compounds, 0.52% hits. AID 588674;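 active = mean inhibition of at least 75% with every replicate also reaching 75%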;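 note: 0% = median of neutral control wells and 100% = pilot-screen positive control compound; some compounds past the cut are filed as inactive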
# NR2E3 ag-2 – activates human NR2E3 receptor. Q9Y5X4. CHO-S Gal4-NCOR/VP16-NR2E3 two-hybrid, luciferase. inhibition of corepressor binding, % at 3.98 µM. 360,000 compounds, 0.35% hits. AID 602229;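 active = inhibition above the mean of all tested compounds plus 3 SD, cut at about 70% in these data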;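 note: 0% = DMSO with NR2E3 transfected cells and 100% = cells lacking NR2E3 construct; higher means lower luciferase signal from less NR2E3 corepressor binding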
# Peg3 prom inh – Peg3 promoter activity inhibition; HeLa PEG-Prom luciferase reporter, luminescence, overnight; inhibition, % at 20 µM; 360,000 compounds, 1.7% hits; AID 588405;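 active = inhibition of at least 50% at 20 µM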
# The depositor's hits bear a star; · = no result given. Some of the compounds tested (hit frequency here may not be typical).
SMILES,TRPM1 prom inh,KKLEB cytotox,C8 TRAIL sens,CF NFkB inh,NR2E3 ag-1,EBV LMP1 NFkB,hiPSC survival,HIF-2a block,Shn3 inh set2,NR2E3 ag-2,Peg3 prom inh
OC(CNCC1COc2ccccc2O1)COCc1cccs1 (stereo unspecified),3,-6,-1,10,3,-3,0.9,4,-23,-10,8
Cc1cc(Br)ccc1NC(=O)C(C)c1ccc([N+](=O)[O-])cc1 (stereo unspecified),-9,3,8,-4,-1,-3,0.2,13,-15,14,30
COc1ccc(/C=C2/SC(=S)N(Cc3ccccc3)C2=O)cc1O,-36,7,9,-5,·,5,-0.6,-111,6,-22,-151
Cc1cc(C)c(S(=O)(=O)N2CCCCC2)c(C)c1N(C)S(=O)(=O)c1ccccc1,25,1,-9,9,0,-3,-1.1,10,27,-12,23
C=CCOc1ccc(CNc2nccs2)cc1,-45,-3,50,7,-1,-5,-2.7,-139,-44,-13,-110
Cc1ccc(NC(=O)c2ccc(Cn3cc(Cl)cn3)o2)c(C)c1,-2,17,11,-27,0,4,0.8,-9,-7,12,5
O=C(NCCN1C(=O)S/C(=C\c2ccccc2Cl)C1=O)C1=COCCO1,-20,-5,30,20,0,-12,-0.1,-44,-4,-3,-36
O=C(Cc1ccc(NC(=O)C2CCN(C(=O)C3CC3)CC2)cc1)Nc1ccc(C(=O)N2CCOCC2)cc1,3,-7,3,19,·,0,0.5,8,8,-8,-7
CC(=O)Nc1ccc(C(=O)Nc2cc(S(=O)(=O)N3CCOCC3)ccc2N2CCOCC2)cc1,-15,-1,-11,-5,·,2,-0.5,4,1,-19,9
O=C(O)c1ccc2c(c1)N(Cc1cccc(F)c1)C(=O)CS2,6,-1,4,-2,-2,-10,0.8,12,-1,18,-4
COc1ccc(N2CCN(C(=O)c3ccc4c(c3)CCN4S(=O)(=O)c3ccccc3)CC2)cc1,-10,1,1,13,0,-9,-0.3,-51,3,10,-35
CCOC(=O)c1c(-c2ccc(OC)cc2)csc1NC(=O)COc1ccc2c(C)cc(=O)oc2c1,-14,-46,19,36,-2,-5,4.2,17,10,-27,1
CCCC(=O)OCC(=O)NCc1ccc(Cl)cc1,-13,-3,-20,-8,2,0,-0.8,9,1,3,8
COc1ccc(NC(=O)C2CC(=O)n3cnnc3S2)cc1 (stereo unspecified),-3,14,-20,2,-2,5,2.9,10,-4,-9,9
Cn1nnnc1Sc1ncnc2scc(-c3cc4ccccc4o3)c12,100*,-86*,38,83*,0,62*,-1.5,97*,62,22,100*
CC(C)(C)OC(=O)C[C@H]1C/C=C\C[C@H](CC(=O)N[C@H](CO)Cc2ccccc2)C(=O)N[C@@H](Cc2ccccc2)COC1=O,3,35,14,-56,·,-4,-1.4,-5,-6,-8,12
Cc1cc(C)cc(-n2c(=O)c3sccc3n(CC(=O)NCc3ccco3)c2=O)c1,8,-9,2,-4,-2,-1,1.7,15,-20,-12,4
COCCCNC(=S)NC(=O)c1ccc(C)cc1,-37,6,-11,2,2,15,-2.1,-227,-80,-120,-209
CC(=O)OCCC(NS(=O)(=O)OCC(Cl)(Cl)Cl)c1ccccc1 (stereo unspecified),-2,-7,-5,15,0,-1,-0.3,12,-1,10,7
Cc1ccc2[nH]c(=O)c(CN(CC3CCCO3)C(=O)c3ccncc3)cc2c1 (stereo unspecified),11,-3,-8,12,-2,8,0.9,10,7,19,16
O=C(Nc1ccc2oc(-c3ccccc3)nc2c1)c1ccc2c(c1)OCCO2,-13,19,-14,-17,-2,8,0.0,-94,14,-95,-31
O=C(Nc1ccc(NC(=O)C2CC2)nc1)c1ccccc1F,-34,-2,10,2,3,-18,0.7,-114,-48,-27,-120
CCC(C)NC(=O)c1cnn2c1NC(c1ccc3c(c1)OCO3)CC2C(F)(F)F (stereo unspecified),6,-10,4,10,-3,-5,-0.3,17,-4,5,1
S=C(NCc1ccccc1)N1CCCCC1,0,7,2,-6,1,15,-1.7,20,6,21,6
Cc1nn(-c2cccc(Cl)c2)nc1C(=O)O,6,-6,-19,11,3,1,-0.1,11,6,-59,5
SMILES,TRPM1 prom inh,KKLEB cytotox,C8 TRAIL sens,CF NFkB inh,NR2E3 ag-1,EBV LMP1 NFkB,hiPSC survival,HIF-2a block,Shn3 inh set2,NR2E3 ag-2,Peg3 prom inh
O=C(NCCc1ccccc1)C(=O)NCC1OCCN1S(=O)(=O)c1cccs1 (stereo unspecified),7,4,1,-6,-3,2,-0.5,19,16,-2,8
C=CCSC1=N/C(=C\c2ccc(C)o2)C(=O)S1,19,-10,-4,7,1,-2,1.8,6,2,-4,5
Cn1c(=O)[nH]c(=O)c2c1nc(NCCO)n2CCOc1ccccc1,1,-9,3,-5,0,12,-0.4,11,-2,-26,13
O=C(NCCSc1ncc(-c2ccc(F)cc2)[nH]1)c1ccc2c(c1)OCO2,28,-13,17,3,-2,-4,-0.1,-28,0,14,-11
N#CCC(=O)Nc1ccc(C(=O)OCC(=O)NC2CCCc3ccccc32)cc1 (stereo unspecified),7,2,-3,0,·,0,-0.4,9,-10,18,0
COc1ccc2ccccc2c1CNc1nnnn1C,3,8,-8,6,-8,3,0.6,6,-41,10,-6
O=C1COc2ccc(C(=O)CSc3nnc(Cc4ccccc4)o3)cc2N1,-8,-1,-10,9,-18,-3,-0.3,2,13,-31,4
COc1cc(Sc2ccc(C)cc2)c(OC)cc1N,3,2,-6,-5,0,-2,1.1,-37,-1,-15,13
O=C1CN(C(=O)COC(=O)c2ccc([N+](=O)[O-])s2)c2ccccc2N1,·,1,4,-19,·,-13,-0.5,-17,-1,6,-1
CCOc1ccc(N2CC(C(=O)NCc3ccc(F)cc3)CC2=O)cc1 (stereo unspecified),0,12,-6,-2,-3,-8,-1.8,13,8,1,7
COc1ccc(C(=O)c2cn[nH]c2-c2ccc(C)cc2O)cc1,2,-2,3,-4,-4,-4,0.6,6,2,6,3
CC(NC(=O)C1CCC1)c1ccc2c(c1)OCO2 (stereo unspecified),18,-4,-13,-5,3,-1,-2.3,-8,-7,-40,10
CN(C)C1(CNCC(O)c2ccccc2)CCCCC1 (stereo unspecified),-3,10,-13,-8,-3,7,-0.1,12,10,-27,12
COC(=O)c1ccc(N)c(CS(=O)(=O)c2ccc(Cl)cc2)c1,-6,-3,-1,2,-1,-5,0.0,12,2,-5,7
Cc1ccc(O)c(-c2cc(C(=O)Nc3ccc(S(=O)(=O)N4CC(C)OC(C)C4)cc3)[nH]n2)c1 (stereo unspecified),2,9,6,-5,2,-9,-4.7,-4,63,5,55*
Cc1ccc(C(=O)Nc2cccc(C(F)(F)F)c2)cc1NC(=O)c1[nH]cnc1C(N)=O,2,-19,-15,15,·,-1,-2.0,-1,-8,-42,-5
O=S(=O)(c1cccc2ccccc12)N1CCC2CC1c1cc(-c3ccc4c(c3)OCO4)ccc12 (stereo unspecified),·,-21,3,28,·,·,-2.3,8,12,16,2
CN1CCN(NC(=O)c2ccc(Cl)cc2Cl)CC1,3,2,0,11,-2,1,-1.8,9,69,5,17
CCOC(=O)c1[nH]c2ccc(OC)cc2c1NC(=O)c1nonc1C,-6,2,-10,10,-3,-2,2.9,15,13,14,7
Cc1nnc(SCC(=O)N(C)C2CCS(=O)(=O)C2)n1Cc1ccccc1 (stereo unspecified),9,-6,3,-6,-4,0,-0.8,10,4,2,3
Cc1c(N/C(=N/S(=O)(=O)c2ccc(F)cc2)c2ccccc2)c(=O)n(-c2ccccc2)n1C,2,-7,-2,-8,2,-9,0.8,16,-31,6,6
CC(C)=CCC/C(C)=C/C(=O)O,1,-8,-8,11,2,2,1.6,-7,10,-13,-1
CC(CC(=O)NCC1CCCO1)c1ccccc1 (stereo unspecified),-15,3,-2,6,1,6,6.5,5,0,-5,1
COc1ccc(NC(=O)Nc2ncn(Cc3cccc(C(F)(F)F)c3)n2)cc1OC,-12,9,-6,-12,0,5,1.8,11,-3,7,13
CN1CCN(C2CCN(Cc3ccc(O)c4ncccc34)CC2)CC1,1,8,19,-16,-1,-5,-0.7,11,48,0,-11
CNC(=O)c1ccsc1NC(=O)C1CCN(S(=O)(=O)c2cccs2)CC1,6,7,1,-16,1,4,0.1,4,1,-2,38
COc1ccc(CCNC(=O)C2CC(=O)N(c3ccc(C)cc3)C2)cc1OC (stereo unspecified),1,-2,1,-18,-2,-3,-0.2,3,-5,-7,24

# Printed as active in EBV LMP1 NFkB (from the list above):
mol | TRPM1 prom inh | CF NFkB inh | NR2E3 ag-1 | EBV LMP1 NFkB | HIF-2a block | Shn3 inh set2 | NR2E3 ag-2 | Peg3 prom inh
Cn1nnnc1Sc1ncnc2scc(-c3cc4ccccc4o3)c12 | 100* | 83* | 0 | 62* | 97* | 62 | 22 | 100*

# Part of the list above, tab-delimited:
canonical_smiles	TRPM1 prom inh	KKLEB cytotox	C8 TRAIL sens	CF NFkB inh	NR2E3 ag-1	EBV LMP1 NFkB	hiPSC survival	HIF-2a block	Shn3 inh set2	NR2E3 ag-2	Peg3 prom inh
N#CCC(=O)Nc1ccc(C(=O)OCC(=O)NC2CCCc3ccccc32)cc1 (stereo unspecified)	7	2	-3	0	·	0	-0.4	9	-10	18	0
COc1ccc2ccccc2c1CNc1nnnn1C	3	8	-8	6	-8	3	0.6	6	-41	10	-6
O=C1COc2ccc(C(=O)CSc3nnc(Cc4ccccc4)o3)cc2N1	-8	-1	-10	9	-18	-3	-0.3	2	13	-31	4
COc1cc(Sc2ccc(C)cc2)c(OC)cc1N	3	2	-6	-5	0	-2	1.1	-37	-1	-15	13
O=C1CN(C(=O)COC(=O)c2ccc([N+](=O)[O-])s2)c2ccccc2N1	·	1	4	-19	·	-13	-0.5	-17	-1	6	-1
CCOc1ccc(N2CC(C(=O)NCc3ccc(F)cc3)CC2=O)cc1 (stereo unspecified)	0	12	-6	-2	-3	-8	-1.8	13	8	1	7
COc1ccc(C(=O)c2cn[nH]c2-c2ccc(C)cc2O)cc1	2	-2	3	-4	-4	-4	0.6	6	2	6	3
CC(NC(=O)C1CCC1)c1ccc2c(c1)OCO2 (stereo unspecified)	18	-4	-13	-5	3	-1	-2.3	-8	-7	-40	10
CN(C)C1(CNCC(O)c2ccccc2)CCCCC1 (stereo unspecified)	-3	10	-13	-8	-3	7	-0.1	12	10	-27	12
COC(=O)c1ccc(N)c(CS(=O)(=O)c2ccc(Cl)cc2)c1	-6	-3	-1	2	-1	-5	0.0	12	2	-5	7

# Screens as filed in PubChem BioAssay.
